# PLK1 PBD block: qHTS for Inhibitors of PLK1-PDB (polo-like kinase 1 - polo-box domain): Primary Screen | Potency, µM, inactives show max response, negative = inhibition, actives largely listed as inhibitors | 360,000 compounds, 2.8% hits | Serine/threonine-protein kinase PLK1 (Homo sapiens), P53350 | Plk1 PBD binding of FITC phosphopeptide, fluorescence polarization; further: potency means the concentration at half of the fitted maximal effect; series mostly up to about 57 µM; on the % scale 0 is the no-effect control and ±100 the full control effect; nearly all actives have a fitted effect of over 65% in size
# Target sequence (P53350 whole entry, looked up, the tested form may be a part): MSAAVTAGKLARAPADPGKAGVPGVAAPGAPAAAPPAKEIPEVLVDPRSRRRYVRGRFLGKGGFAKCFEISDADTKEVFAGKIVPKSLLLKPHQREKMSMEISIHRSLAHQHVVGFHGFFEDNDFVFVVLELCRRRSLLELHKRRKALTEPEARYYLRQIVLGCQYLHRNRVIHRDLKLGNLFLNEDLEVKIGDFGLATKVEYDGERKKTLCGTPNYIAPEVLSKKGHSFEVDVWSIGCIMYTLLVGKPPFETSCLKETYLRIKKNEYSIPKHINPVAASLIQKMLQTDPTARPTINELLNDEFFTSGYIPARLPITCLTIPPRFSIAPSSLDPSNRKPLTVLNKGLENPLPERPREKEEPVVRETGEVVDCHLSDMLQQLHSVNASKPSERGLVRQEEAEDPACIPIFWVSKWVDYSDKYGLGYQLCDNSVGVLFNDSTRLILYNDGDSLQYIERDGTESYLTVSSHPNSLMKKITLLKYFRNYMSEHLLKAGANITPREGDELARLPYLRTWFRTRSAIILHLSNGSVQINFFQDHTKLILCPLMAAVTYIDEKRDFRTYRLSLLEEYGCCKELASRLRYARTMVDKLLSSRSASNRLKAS
# PI5P4K alpha inh: qHTS for Inhibitors of phosphatidylinositol 5-phosphate 4-kinase (PI5P4K); PI5P4Kalpha enzyme, ADP-Glo luminescence, 60 min; active compounds read low; max response, %; Phosphatidylinositol 5-phosphate 4-kinase type-2 alpha (Homo sapiens), P48426; 330,000 compounds, 1.2% hits; active means max response of -50% or lower; inconclusive means between -30% and -50%; inactive means -30% or higher; further: value at the top dose of about 77 µM; on the % scale 0 is the no-effect control and ±100 the full control effect
#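 Compounds were pin-transferred onto PI5P4Kalpha and substrate in HEPES pH 7.4 buffer with EGTA, CHAPS and 5% DMSO. ATP (5 microM final) started the reaction, which ran 60 minutes at room temperature before ADP-Glo detection.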
# IL2 activator: qHTS of IL-2 Activators; IL-2 activation reporter assay, cell-based qHTS; stimulated with anti-CD3/CD4/CD28 beads; in transgenic mouse T cells; activation, % (series mostly up to about 46 µM); 360,000 compounds, 0.065% hits; in the data active means activation above about 50%; inconclusive means mostly about 30% to 49%; further: 0% is about no effect
#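 Screening format: compound pinned onto unstimulated transgenic mouse T cells, 60 min incubation, then anti-CD3/anti-CD4/anti-CD28 bead stimulation for 18 hours at 37 degrees C, followed by EGFP and DsRed detection.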
# DRD3 agonist: qHTS of D3 Dopamine Receptor Agonist: qHTS; D3R DiscoveRx beta-arrestin cells, luminescence, 90 min; max activation, %; 410,000 compounds, 0.58% hits; AID 652048, 2013; in the data active means max activation above about 30%; further: 0% is about no effect; mostly tested at two doses, the higher about 12 µM
# Target sequence (P35462 whole entry, looked up): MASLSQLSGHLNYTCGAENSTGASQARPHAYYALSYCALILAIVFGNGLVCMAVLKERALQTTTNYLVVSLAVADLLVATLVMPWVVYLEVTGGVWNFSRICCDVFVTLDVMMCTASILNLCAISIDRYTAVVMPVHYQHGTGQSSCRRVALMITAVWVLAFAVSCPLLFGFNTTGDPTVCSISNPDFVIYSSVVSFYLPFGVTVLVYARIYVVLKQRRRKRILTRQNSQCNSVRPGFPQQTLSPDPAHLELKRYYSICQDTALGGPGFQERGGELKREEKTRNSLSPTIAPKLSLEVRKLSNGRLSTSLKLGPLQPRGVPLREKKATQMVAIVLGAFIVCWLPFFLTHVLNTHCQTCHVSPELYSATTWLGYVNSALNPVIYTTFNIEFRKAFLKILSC
#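 Cells at 1500/well, incubated overnight, then treated with pinned compounds (dopamine as control) for 90 min at 37 degrees C. DiscoveRx reagent added for 30 - 60 minutes at room temperature; luminescence read.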
# GLP-1R inv ag: qHTS of GLP-1 Receptor Inverse Agonists (Inhibition Mode) | Glucagon-like peptide 1 receptor (Homo sapiens), P43220 | Potency, µM (doses to about 38.3 µM), inactives show at the highest dose activity change, negative = inhibition, usual class: inhibitors | 410,000 compounds, 1.6% hits | HEK293 GLP-1R CRE-luciferase, luminescence, 24 h; GLP-1R form is constitutively active | AID 624417, 2012; further: potency means the concentration at half of the fitted maximal effect; on the % scale 0 is the no-effect control and ±100 the full control effect; nearly all actives have a fitted effect of over 55% in size
#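 HEK293 cells stably co-expressing a cAMP-responsive luciferase reporter and constitutively active GLP-1R were seeded, incubated 12 h, then exposed to compounds for 24 h at 37 C. Luminescence was read 12 min after detection reagent; inverse agonists lower signal.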
# HEK293 tox: qHTS of GLP-1 Receptor Inverse Agonists: Cytotox Screen | AID 624418, 2012 | HEK293 cAMP-luciferase reporter cells, luminescence, 24 h | Potency, µM (highest dose often 38.3 µM), without a hit: at the top dose activity change, negative = inhibition, actives largely listed as inhibitors | 410,000 compounds, 0.13% hits;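 further: loss of luciferase light is scored as toxicity; potency means the concentration at half of the fitted maximal effect; on the % scale 0 is the no-effect control and ±100 the full control effect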
#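 Step one: seed cells (200 cells/uL, DMEM with 10% Nu serum, 1% pen-strep). Step two: 12-hour incubation at 37 deg C. Step three: pin 23 nL compound, incubate 24 hr. Step four: add luciferase reagent, read luminescence 12 min later.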
# WRN helicase inh: qHTS for Inhibitors of WRN Helicase; Potency, µM (highest dose often 114 µM), without a hit: at the highest dose activity change, negative = inhibition, actives largely listed as inhibitors; Bifunctional 3'-5' exonuclease/ATP-dependent helicase WRN (Homo sapiens), Q14191; 360,000 compounds, 0.46% hits; WRN helicase unwinding, fluorescent forked duplex, kinetic; further: potency means the concentration at half of the fitted maximal effect; on the % scale 0 is the no-effect control and ±100 the full control effect; nearly all actives have a fitted effect of over 55% in size
#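 WRN at 20 nM final was preincubated with compound for 15 min at room temperature; reaction started with 100 nM forked duplex oligonucleotide carrying fluorophore and quencher plus 2 mM ATP (final). Unwinding followed kinetically by red fluorescence (ex 525/em 598 nm).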
# DRD3 antagonist: qHTS of D3 Dopamine Receptor Antagonist: qHTS; D(3) dopamine receptor (Homo sapiens), P35462; D3R cells, DiscoveRx beta-arrestin luminescence, antagonist mode; active compounds read low; max response, negative = inhibition, %; 360,000 compounds, 2.5% hits; in the data active means max response below about -50%; inconclusive means no clear call, values can overlap the other calls; further: on the % scale 0 is the no-effect control and ±100 the full control effect; mostly tested at two doses, the higher about 12 µM
#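 Cells plated overnight at 1500 cells/well, then exposed to library compounds with dopamine controls for 90 minutes at 37 degrees C. DiscoveRx reagent added for 30–60 minutes at room temperature; luminescence read, quantitative HTS format.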
# GLP-1R agonist: qHTS of GLP-1 Receptor Agonists; Glucagon-like peptide 1 receptor (Homo sapiens), P43220; HEK293 GLP-1R CRE-luciferase, luminescence, 4-6 h; cells express a hypersensitive GLP-1R form; Potency, µM (top dose mostly 45.6 µM), for inactives: at the top dose activation, hits mostly activators; 380,000 compounds, 0.007% hits; AID 624172, 2012; further: potency means the concentration at half of the fitted maximal effect; % of control where 0% means no effect
# Numbers without * were called inactive; ? = inconclusive; . = no result given; & = joins results of further samples; [ ] = remark or other dose. Unless noted, the call rests on the fitted dose curve; in most records, active means well fitted curve in the direction sought with a large enough effect; inconclusive means small, poorly fitted or top-dose-only effect, or another doubt; inactive means no such curve, though single readings can be large; an effect the other way counts as inactive or inconclusive.
SMILES,PLK1 PBD block,PI5P4K alpha inh,IL2 activator,DRD3 agonist,GLP-1R inv ag,HEK293 tox,WRN helicase inh,DRD3 antagonist,GLP-1R agonist
Cc1c(Cl)cccc1NC(=O)Nc1cccnc1,-11%,0,-0.5,-7,-11%,-9%,8%,-17,0%
Cc1nc(C)n(CCNS(=O)(=O)c2ccccc2)n1,-12%,3,0.0,-4,4%,12%,-1%,-11,11%
Nc1cc(N)nc(SCc2cc(=O)oc3cc4c(cc23)CCC4)n1,27µM*,-22,7.4,2,107%[activator],-14%,6%,14,20%
CCN(CC)NC(=S)Nc1ccccc1,-12%,.,3.1,0,0%,-9%,17%,13,-3%
O=C(CCc1ccccc1Cl)Nc1cccc(S(=O)(=O)N2CCCC2)c1,4%,8,-3.6,19,?,4%,-35%,10,1%
Nc1cc(-c2cccc([N+](=O)[O-])c2)[nH]n1,-14%,-5,-0.5,-6,2%,-13%,-3%,-15,0%
O=C(COc1ccccc1)Nc1cccc2nsnc12,-2%,5,3.0,0,-2%,51%[activator],6%,8,13%
O=C(NCC1CCCO1)c1cc(-c2ccco2)nc2ccccc12 (stereo not drawn),?,?,-0.5,0,32%,1%,-28%,4,0%
COCCNC(=O)C(c1ccc(Cl)cc1)N(CCOC)C(=O)CCC(=O)Nc1ccccn1 (stereo not drawn),6%,4,-5.4,22,2%,-1%,1%,24,6%
CC(C)(C)c1csc(Sc2ccc([N+](=O)[O-])cn2)n1,-6%,13,-1.2,-7,?,?,-16%,2,-3%
Cc1cccc(C(=O)N2CCCC(N3CCN(c4ccc(F)cc4)CC3)C2)n1 (stereo not drawn),-9%,3,-5.0,-9,-13%,-6%,-2%,-12,-3%
COc1ccc(C(NC(=O)c2cc(OC)ccc2OC)c2ccccc2)cc1 (stereo not drawn),-2%,10,-0.3,-1,?,-22%,-5%,10,29%

# Copied from the listing, 4 compounds:
SMILES,PLK1 PBD block,PI5P4K alpha inh,IL2 activator,DRD3 agonist,GLP-1R inv ag,HEK293 tox,WRN helicase inh,DRD3 antagonist,GLP-1R agonist
COCCNC(=O)C(c1ccc(Cl)cc1)N(CCOC)C(=O)CCC(=O)Nc1ccccn1 (stereo not drawn),6%,4,-5.4,22,2%,-1%,1%,24,6%
CC(C)(C)c1csc(Sc2ccc([N+](=O)[O-])cn2)n1,-6%,13,-1.2,-7,?,?,-16%,2,-3%
Cc1cccc(C(=O)N2CCCC(N3CCN(c4ccc(F)cc4)CC3)C2)n1 (stereo not drawn),-9%,3,-5.0,-9,-13%,-6%,-2%,-12,-3%
COc1ccc(C(NC(=O)c2cc(OC)ccc2OC)c2ccccc2)cc1 (stereo not drawn),-2%,10,-0.3,-1,?,-22%,-5%,10,29%

# Carrying on.
SMILES,PLK1 PBD block,PI5P4K alpha inh,IL2 activator,DRD3 agonist,GLP-1R inv ag,HEK293 tox,WRN helicase inh,DRD3 antagonist,GLP-1R agonist
CCS(=O)(=O)N1CCCC(c2nc(-c3cccc(OC)c3)no2)C1 (stereo not drawn),-8%,.,-0.2,5,10%,2%,-3%,33,7%
COc1ccc(-n2nnnc2SCC(=O)Nc2nc3c(s2)CCCC3)cc1,0%,-1,-1.0,3,?,-19%,-2%,42,-1%
CCOC(=O)C1CCN(C(=O)CN(c2cc(OC)ccc2OC)S(=O)(=O)c2ccccc2)CC1,-7%,-5,-0.1,-1,0%,-18%,2%,-2,-2%
Cc1ccc(-c2nc(NC(=O)CSc3ncn[nH]3)ns2)cc1,7.5µM*,?,-4.0,-1,20%,-17%,3%,-1,8%
COc1ccc(Cl)cc1NC(=O)COC(=O)C(CC(C)C)N1C(=O)C2CC=CCC2C1=O (stereo not drawn),5%,-1,0.3,-3,?,-16%,-4%,24,-4%
CCN(CC(=O)NCc1ccc(F)cc1)Cc1cc(=O)n2ccsc2n1,1%,1,2.9,7,6%,1%,-9%[57.1 µM],7,5%
O=S(=O)(c1ccc(NC(=S)N2CCCCC2CO)cc1)N1CCOCC1 (stereo not drawn),-3%,8,-3.6,5,-17%,2%,-3%,21,-1%
CCCc1ccc2oc(C(=O)N(C)Cc3nccs3)c(C)c2c1,-10%,2,-5.8,1,?,-6%,3%,-5,?
COc1cc(Cl)c(C)cc1NC(=O)CSc1ccc(NC(C)=O)cc1,-2%,8,-0.7,0,10%,-23%,-9%,-22,2%
CC(/C=C1\SC(=S)N(CCC(=O)Nc2ccccc2O)C1=O)=C\c1ccccc1,21%,-9,2.0,-1,5.6µM*,-4%,-28%,-27,-13%
Cc1cccc(C)c1NCc1nnc(SCC(=O)Nc2nc(-c3ccccc3)cs2)n1-c1ccccc1,-3%,5,-0.2,-3,0%,-9%,9%,10,-1%
Cc1ccc(NC(=O)C2CCN(S(=O)(=O)c3ccc4c(c3)CCCC(=O)N4)CC2)c(Br)c1,?,-3,-3.3,-11&1,0%&7%,-5%&0%,3%,5,4%
COC(=O)c1ccc(N(CC(=O)NC2CCCC2)C(=O)c2ccc(C)s2)cc1,3%,3,0.9,-11,-14%,-4%,6%,-7,7%
Cc1cc(N2CCN(CC(O)C(F)(F)F)CC2)c2ccccc2n1 (stereo not drawn),-2%,-3,-1.8,-9,-12%,-19%,-2%,-7,-1%
C/C(=N\NC(=O)COc1ccccc1F)c1cc2ccccc2o1,5%,-13,-0.7,6,0%,-20%,-5%,12,7%
Cc1cc(C)cc(NS(=O)(=O)c2ccc(NC(=S)NC(=O)c3ccc(Br)o3)cc2)c1,-13%,1,-0.8,-1,?,-3%,-26%[57.1 µM],-15,-24%
CSc1ccc(S(=O)(=O)N2c3ccccc3CC2C)cc1 (stereo not drawn),-14%,1,-4.7,-3,5µM*,-7%,-2%,-22,-4%
COc1ccc(NC(=O)NNC(=O)COc2ccc(Cl)cc2C)cc1OC,-12%,-14,-0.4,-8,-11%,7%,-35%,-12,-22%
CCN(C(=O)c1cc(S(=O)(=O)N2CCCC2)ccc1C)C1CCS(=O)(=O)C1 (stereo not drawn),-7%,-3,-0.2,1,-12%,-21%,-1%,0,6%
COc1ccc(CCNC(=O)CC(NC(=O)c2ccccc2Cl)c2ccccc2)cc1 (stereo not drawn),-4%,-4,0.4,6,0%,7%,-25%,8,-2%
CNc1cccnc1C=NNC(N)=S,-10%,9,1.6,5,-23%,190%[activator],-8%,1,-2%
Nc1cc(=O)[nH]c(=O)n1-c1cccc(F)c1,2%,8,-2.8,-1,9%,-2%,8%,5,-1%
C=CCNC(=O)N1CCC(n2nccc2NC(=O)CCc2ccccc2)CC1,-21%,12,-0.2,-1,-6%,-23%,-5%,-5,-6%
O=C(c1ccc2c3c(cccc13)CC2)C1CCCN(Cc2ccncc2)C1 (stereo not drawn),-11%,2,-0.6,-16,?,17%,-9%,-53*,12%
COc1ccccc1Nc1nccc(N(C)C)c1C#N,-13%,-4,0.7,0,-2%,-4%,-30%,9,0%
COc1cccc(/C=N/NC(=O)CCc2ccccc2)c1,-19%,.,-1.4,-6,24%,0%,-10%,1,13%
Cc1ccc(NC(=O)CSc2nnc(NC(=O)C(C)C)s2)c(C)c1,-2%,2,-1.8,11,-3%,-4%,-10%,2,1%
COc1ccc(C(CC(=O)O)NC(=O)COc2cc(C)ccc2C)cc1OC (stereo not drawn),-19%,2,-0.4,0,15%,16%,4%,-4,-1%
Fc1ccc(-c2ccc3c(c2)C2CC3CCN2)cc1 (stereo not drawn),-4%,0,0.1,13,-30%,-12%,-1%,18,2%
O=C1ON=C(c2ccccc2[N+](=O)[O-])/C1=C/c1cccc([N+](=O)[O-])c1O,?,-9,1.1,-3,15%,-20%,5%,-2,-1%
CCOC(=O)c1nc(NCc2cccc(OC)c2)c2ccccc2n1,-8%,-4,-4.1,-2,24%,0%,-1%,-3,11%
CCC(=O)Nc1nc2ccc(S(C)(=O)=O)cc2s1,1%,-18,-0.8,-6,3%,-15%,5%,16,-4%
COc1ccc([C@H]2CC(=O)C=C(c3ccccc3OC)C2)cc1OC,-11%,-11,-0.2,4,3%,0%,2%,23,?
CCOc1ccc(CN2CCN(Cc3cccc4nonc34)CC2CCO)cc1 (stereo not drawn),-4%,-1,1.1,-24,?,-8%,-4%,?,15%
O=C(CCc1ccccc1)Nc1nncs1,1%,1,-0.3,-1,3%,-3%,5%,-2,1%
CCC(C)NC(=O)C1CCN(C(=O)COc2ccc3c4c(c(=O)oc3c2C)CCCC4)CC1 (stereo not drawn),-7%,4,1.0,-2,25%,-2%,-10%,1,0%
CCc1nnc(NC(=O)CCC(=O)N2CCN(C3c4ccccc4-c4ccccc43)CC2)s1,-14%,10,0.1,0,-13%,-6%,-7%,20,9%
Cc1ccnc(NC(=O)c2sc3ccccc3c2Cl)c1,-10%,-9,-0.3,-6,-1%,56%[activator],-21%,?,-30%[inhibitor]
O=C(CN(C(=O)c1csnn1)c1ccccc1Cl)NCCc1ccccc1,-6%,3,0.3,-3,-25%,0%,-7%,-17,6%
CN1C2=NCCN2C(=O)c2ccccc21,-3%,.,1.2,2,2%,8%,-4%,7,-2%
O=C(Cn1c(SCC(=O)N2CCc3ccccc3C2)nc2ccccc21)NC1CCCC1,-6%,.,0.3,-2,-16%,-5%,1%,-19,7%
COCCNC(=S)N(c1ccccc1)C(C)C,?,-11,-3.3,-9,9%,-4%,8%,-17,1%
CCCn1c(N)c(C(=O)CN(C)CC(=O)Nc2ccc(C)cc2)c(=O)[nH]c1=O,3%,2,0.3,-9,-10%,-4%,0%,2,3%
